VCAM1 TNFa inh: reduces TNF alpha induced VCAM1 expression in HUVEC; HUVEC TNFa-induced VCAM-1 immunofluorescence, high-content imaging; inhibition, % at 2 µM; 0.48% of 95,000 active; AID 802;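 active means inhibition above the batch mean plus 3 SD, with images confirmed as a hit by eye, cut at about 37% in these data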;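 further: 0% = TNF-stimulated DMSO wells and 100% = unstimulated control wells; not every result past the cut was called active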
PLK1 PBD inh: inhibitors of human Plk1 polo box domain binding | AID 693 | Plk1 PBD phosphopeptide binding, fluorescence polarization | 0.13% of 97,000 active | inhibition, %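 (tested at about 20 µM)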 | P53350; in the data active means inhibition above about 34%, passing the limit was not always enough
IL1B cytotox: HUVEC cytotoxicity counter-screen, IL-1B stimulated. HUVEC cell count loss, Hoechst imaging. cell count reduction, % at 2 µM. 0.41% of 94,000 active;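 active means cell count reduction more than 3 SD above the screen-wide mean, cut at about 70% in these data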;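 further: normalized per plate to untreated control cells as the no-loss baseline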
sEH inh: inhibitors of human soluble epoxide hydrolase | P34913 | recombinant human sEH enzymatic activity assay | inhibition, % at 2 µM | 0.34% of 91,000 active; in the data active means inhibition above about 80%; further: values of inactives mirror those of a sister screen read the other way; many of its hits are not listed in these tables
Target sequence (P34913 whole entry, looked up): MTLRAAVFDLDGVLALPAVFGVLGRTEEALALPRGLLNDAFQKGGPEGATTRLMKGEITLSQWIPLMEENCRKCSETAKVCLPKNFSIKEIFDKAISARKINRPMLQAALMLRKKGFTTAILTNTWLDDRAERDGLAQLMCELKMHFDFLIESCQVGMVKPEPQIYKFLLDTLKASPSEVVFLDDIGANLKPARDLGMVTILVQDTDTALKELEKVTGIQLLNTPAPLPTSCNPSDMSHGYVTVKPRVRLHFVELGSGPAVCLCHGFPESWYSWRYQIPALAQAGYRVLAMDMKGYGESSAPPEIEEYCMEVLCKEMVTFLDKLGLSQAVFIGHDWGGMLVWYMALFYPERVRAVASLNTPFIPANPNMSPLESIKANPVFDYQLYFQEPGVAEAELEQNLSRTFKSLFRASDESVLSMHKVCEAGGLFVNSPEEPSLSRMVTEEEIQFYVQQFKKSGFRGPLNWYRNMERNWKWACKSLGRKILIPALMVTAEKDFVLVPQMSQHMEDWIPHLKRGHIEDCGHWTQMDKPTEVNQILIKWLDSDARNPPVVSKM
HUVEC tox TNFa: toxic to HUVEC cells under TNF alpha stimulation; 0.17% of 93,000 active; cell count reduction, % at 2 µM; HUVEC TNFalpha-stimulated, Hoechst cell count, imaging;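 active means cell count reduction exceeding the screen mean by over 5 SD, scaled to untreated wells per plate, cut at about 78% in these data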;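 further: cells counted after 24 h of TNF alpha exposure following the 1 h pretreatment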
F-actin modifier: modifiers of cytoskeleton assembly. HUVEC TNFa F-actin phalloidin imaging, high content. inhibition, % at 2 µM. 0.18% of 91,000 active;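 active means inhibition above the batch mean plus 3 SD and confirmed as a hit by visual image inspection, cut at about 30% in these data, passing the limit was not always enough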; further: strong numbers were not always called active
E coli WT exp: blocks growth of wild type E. coli BW25113 | OD600 absorbance | growth inhibition, % at 100 µM | 0.15% of 98,000 active | AID 710;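 active means growth inhibition above about 50% at one test dose, limit read from the data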;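 further: growth measured after 20 h incubation at 37 °C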
DAT uptake mod: human DAT dopamine uptake with cocaine, either direction | AID 449768 | 1.3% of 110,000 active | B-score at 10 µM | LLC-PK1 hDAT cells, [14C]-dopamine uptake with cocaine IC80; actives deviate in either direction;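 active means Z score or B-score, a plate-position-corrected score, falls beyond the plate's 99.7% confidence bounds, in either direction; inactive means both scores lie inside the 99.7% bounds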;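 further: scored against the spread of the other compound wells on the same plate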
PLK1 kinase inh: PLK1 (human) kinase inhibition | P53350 | recombinant PLK1 kinase, TR-FRET peptide phosphorylation | inhibition, % at 10 µM | 0.53% of 97,000 active;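 active means inhibition of 50% or more in the single-concentration screen; inactive means inhibition below 50%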;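 further: 0% = DMSO max control and 100% = H-89 dihydrochloride min control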
The depositor's hits bear a star; x = not tested or not shown.

compound	VCAM1 TNFa inh	E coli WT exp	HUVEC tox TNFa	PLK1 kinase inh	IL1B cytotox	PLK1 PBD inh	F-actin modifier	DAT uptake mod	sEH inh
COC(=O)c1cc(-c2c(C)oc3cc(O)ccc3c2=O)c(C)o1	7	-4	-24	1	2	16	-28	-0.0004	-21
CCC(c1nnnn1CCOC)N1CCN(C(=O)c2ccco2)CC1 (stereo unspecified)	-10	2	-27	-5	-5	-10	-21	0.34	-14
O=c1oc2cc(OCc3ccc(C(F)(F)F)cc3)ccc2cc1-c1ccccn1	-4	-14	-16	-2	9	-33	31	-0.35	0
CCOc1ncccc1C(=O)OCC(=O)c1ccc[nH]1	-16	-1	0	-10	16	11	-13	0.046	1
c1cncc(-c2nnc3n2CCC3)c1	-5	3	-28	-12	0	6	-4	-0.49	-8
CN(C)CCCCOc1ccccc1-c1ccccc1	-17	8	2	-7	-10	-26	-17	0.81	10
Cc1cccc(OCC2=N/C(=C\N(C)C)C(=O)O2)c1	2	5	-16	-15	-8	-3	7	1.2	5
Cc1cc(C(=O)Nc2cccnc2Cl)on1	13	2	-4	-8	-17	3	5	0.32	4
CCCCN(C)S(=O)(=O)c1ccc(C(=O)Nc2nnc(CSC)o2)cc1	4	14	-23	-8	-10	6	4	0.0039	6
CCCOC(=O)c1ccc(NC(=O)CCOc2ccccc2)cc1	-30	2	-48	-10	8	-5	15	-0.97	13
Cc1ccc(S(=O)(=O)CCc2nnc(NC(=O)c3ccccn3)s2)cc1	-7	7	8	-6	8	20	-25	0.14	x
COc1ccc(/C=C2\N=C(SC)NC2=O)cc1	-15	2	14	-15	-6	-3	-7	-0.69	-15
COc1ccc(CNC(=O)c2ccc(NC(=O)CC3SC(N4CCCCC4)=NC3=O)cc2)cc1 (stereo unspecified)	-2	-10	-1	-5	x	8	-31	0.6	24
O=C(NCCCN1CCOCC1)c1cc(-c2cccs2)on1	8	3	-31	-6	-18	24	2	0.28	x
CCCOc1ccc(C2(C(=O)O)CCCC2)cc1	18	1	-8	-5	-9	10	-4	-0.15	4
O=C(c1cccc(-c2ccc(O)cc2)c1)N1CCOCC1	8	-5	-7	-8	-4	-5	-6	-0.5	1
CCN(CC)CCNC(=O)C1CCC(=O)N1CCc1ccccc1 (stereo unspecified)	-1	-5	-10	-17	6	17	15	0.25	-13
CC(=O)OC(C(=O)n1nc(C)cc1C)c1ccccc1 (stereo unspecified)	-1	0	-9	-13	-23	-17	0	-0.25	-6
CCOc1c(Br)cc(C(N)=O)cc1OC	21	-1	-3	-1	-7	17	9	-0.23	x
COCCNC(=O)NC1(C(F)(F)F)Oc2ccc(Cl)cc2O1 (stereo unspecified)	12	-11	-25	-7	6	-20	-16	-2.7	-6
COc1cc2c(cc1OC)CN(C(=O)c1ccccc1C(=O)O)CC2	8	-6	-4	2	26	-10	21	-0.46	-4
Cc1cccc(NC(=O)c2sc3nc(-c4ccccc4)cn3c2C)n1	-43	-18	-42	-7	-24	-18	-11	3.2	15
COc1ccc(C2c3c(oc4ccccc4c3=O)C(=O)N2Cc2ccncc2)cc1 (stereo unspecified)	-1	-8	4	-4	16	-26	-23	-0.46	-2
CN(C)/C=N/c1ncc(C(=O)c2ccc(Cl)cc2)s1	-8	-1	-14	-17	-4	-14	8	0.038	-30
CCOc1cc(S(=O)(=O)Nc2ccc(CC)cc2)ccc1Cl	-21	-16	-5	-5	-13	1	-7	0.83	-6
CCOC(=O)C1=C2SCCN2C(=O)C(C#N)C1(C)C (stereo unspecified)	1	2	-9	-8	2	27	8	-1.4	-5
Clc1ccc(Cl)c(-c2nn3c(COc4ccccc4)nnc3s2)c1	-7	-1	-10	-14	0	6	-1	-0.58	2
CCOc1ccc(-c2cc(CCCC(=O)NCCc3ccccc3)no2)cc1	-10	1	-30	-9	-10	-29	19	0.37	48
O=C(CN1CCN(Cc2ccccc2Cl)C1=O)NC1CCCCCCC1	15	3	3	-30	8	14	-8	0.64	28
O=C1CC(N2CCC(Cc3ccccc3)CC2)C(=O)N1CCc1ccccc1 (stereo unspecified)	-2	-3	-3	-1	x	-10	-6	1.2	-13
CCCC(=O)Nc1ccc(C(=O)N/N=C2\CC(=O)CC(C)(C)C2)cc1	-8	3	-42	-5	-7	7	16	-0.13	9
CC(C)C(NC(=O)OCc1ccccc1)C(=O)OCC(=O)NCc1ccco1 (stereo unspecified)	-15	4	9	-17	1	25	4	1.2	-8

Reformatted: results already given
Every second line gives: VCAM1 TNFa inh, E coli WT exp, HUVEC tox TNFa, PLK1 kinase inh, IL1B cytotox, PLK1 PBD inh, F-actin modifier, DAT uptake mod, sEH inh
COc1ccc(/C=C2\N=C(SC)NC2=O)cc1
    -15, 2, 14, -15, -6, -3, -7, -0.69, -15
COc1ccc(CNC(=O)c2ccc(NC(=O)CC3SC(N4CCCCC4)=NC3=O)cc2)cc1 (stereo unspecified)
    -2, -10, -1, -5, x, 8, -31, 0.6, 24
O=C(NCCCN1CCOCC1)c1cc(-c2cccs2)on1
    8, 3, -31, -6, -18, 24, 2, 0.28, x
CCCOc1ccc(C2(C(=O)O)CCCC2)cc1
    18, 1, -8, -5, -9, 10, -4, -0.15, 4
O=C(c1cccc(-c2ccc(O)cc2)c1)N1CCOCC1
    8, -5, -7, -8, -4, -5, -6, -0.5, 1
CCN(CC)CCNC(=O)C1CCC(=O)N1CCc1ccccc1 (stereo unspecified)
    -1, -5, -10, -17, 6, 17, 15, 0.25, -13

More records follow.
compound	VCAM1 TNFa inh	E coli WT exp	HUVEC tox TNFa	PLK1 kinase inh	IL1B cytotox	PLK1 PBD inh	F-actin modifier	DAT uptake mod	sEH inh
CCCn1c(=O)c2ccccc2n2c(SCC(=O)c3ccccc3)nnc12	-28	-2	-19	-2	1	2	4	0.19	2
CC(C)CCSc1nc2c(c(=O)[nH]c(=O)n2C)n1CCc1ccccc1	x	-15	x	-14	8	-14	x	-0.22	6
O=S(=O)(N1CCCCC1)N1CCN(CC(O)COc2ccc3cc(Br)ccc3c2)CC1 (stereo unspecified)	2	-16	-2	-1	1	11	6	0.82	7
CC(C)(C)NC(=O)Cn1c(SCC(=O)NCc2cccs2)nc2ccccc21	13	-1	-19	-2	-19	1	-27	-0.21	13
O=C(NC1CCCCCC1)c1cc(S(=O)(=O)N2CCC3(CC2)OCCO3)ccc1F	0	4	-4	-11	-34	-5	-12	0.41	56
Cc1ccc(NC(=O)CN2C(=O)NC(Cc3ccccc3)C2=O)cc1 (stereo unspecified)	9	x	-47	-8	1	-29	38	0.18	16
COc1ccc(S(=O)(=O)Nc2ccc3oc(C)c(C(=O)O)c3c2)cc1	29	-2	29	-27	-20	-14	3	-0.024	-4
CCCCNC(=O)c1ccc(CS(=O)(=O)c2ccc(OC)cc2)o1	10	4	-27	-14	-18	-31	18	-0.35	-6
CC(=NCCCn1ccnc1)C1=C(O)c2ccccc2C1=O	-20	7	-22	-9	-7	4	12	0.025	4
O=C(NCc1ccc(N2CCCC2=O)cc1)NC1CCCCC1	-11	-4	1	-14	21	-21	-8	0.42	80*
O=c1cc(CSc2nnnn2-c2ccccc2)nc(Nc2ccc(F)cc2)[nH]1	13	-6	23	-4	14	-10	-25	0.27	7
O=C(Nc1cnn(Cc2ccc(Cl)cc2)c1)c1cnccn1	23	-3	3	-1	22	18	-10	-0.34	-15
COc1ccc(-c2nnc(SCC(=O)N(Cc3ccccc3)C(C)(C)C)o2)cc1OC	6	-3	-20	-2	-38	-20	-10	-0.56	-1
O=C(CC1C(=O)NC2CCCCC2N1C(=O)c1ccc(F)cc1)Nc1ccccc1 (stereo unspecified)	1	4	-24	-13	-23	-5	-1	2.9*	-7
CCN(CCNC(=O)Cn1c(=O)sc2ccccc21)c1ccccc1	-2	1	0	-6	-1	3	2	-1.6	14
CCCCc1nc(NCc2ccccc2)c(C#N)c2c1COC(C)(C)C2	16	-12	-36	-5	-11	-13	5	-0.71	1

Copied from the list.
CCCC(=O)Nc1ccc(C(=O)N/N=C2\CC(=O)CC(C)(C)C2)cc1 in DAT uptake mod reads -0.13
COc1cc2c(cc1OC)CN(C(=O)c1ccccc1C(=O)O)CC2 in DAT uptake mod reads -0.46
O=C(NCc1ccc(N2CCCC2=O)cc1)NC1CCCCC1 in PLK1 PBD inh reads -21
Cc1cccc(OCC2=N/C(=C\N(C)C)C(=O)O2)c1 in PLK1 kinase inh reads -15
Cc1cccc(NC(=O)c2sc3nc(-c4ccccc4)cn3c2C)n1 in IL1B cytotox reads -24
CCCCc1nc(NCc2ccccc2)c(C#N)c2c1COC(C)(C)C2 in HUVEC tox TNFa reads -36

Later entries
compound	VCAM1 TNFa inh	E coli WT exp	HUVEC tox TNFa	PLK1 kinase inh	IL1B cytotox	PLK1 PBD inh	F-actin modifier	DAT uptake mod	sEH inh
Cc1nn2c3ccccc3n(CCN3CCCCC3)c2nc1=O	5	x	x	-11	31	7	9	x	8
CCOC(=O)/C(=N\Nc1cccc(C(F)(F)F)c1)N(CCOC)CCOC	-5	2	-18	-6	-24	-12	12	-1	7
N#CCCn1c(SCC(=O)NCc2ccco2)nc2ccccc21	-13	1	-4	-3	-3	4	12	0.16	1
CC(C)c1ccc(-c2c(C#N)c(N)nc(SCC(=O)N3CCCCC3)c2C#N)cc1	6	-11	5	-338	11	-13	-15	0.043	-7
COC(=O)CC[C@@H](C(=O)O)N1C(=O)c2ccccc2C1=O	-3	1	-12	-11	-8	5	x	-0.54	3
O=S(=O)(c1ccccc1)N1CCN(C2CCN(Cc3ccccc3)CC2)CC1	-5	-1	0	-4	-10	19	16	0.012	12
CCCC(=O)c1cc(F)c(N2CCN(C(=O)OCC)CC2)cc1C	12	1	-8	-18	4	5	-9	0.6	-1
CCOc1ccccc1OC(=O)c1ccco1	x	9	x	-13	17	-18	x	-0.65	-2
Cc1ccc2nc(-c3cccc(S(=O)(=O)N(C)C)c3)cn2c1	12	7	-25	-2	-28	3	-12	0.84	-18
Cc1ccc(NC(=O)c2cc3c(s2)CCC3)cc1S(=O)(=O)N1CCOCC1	8	6	10	-9	-24	-26	-6	0.19	30
COCCn1c(SCC(=O)Nc2ccc(Cl)cn2)nc2ccccc21	7	0	-11	3	-2	1	11	-0.32	4
CN1C(=S)SC(/[N+]([O-])=C/c2cccnc2)C1(C)C (stereo unspecified)	8	-1	-20	-13	-16	-3	5	-1	-2
COc1ccc(/C=N/NC(=O)c2ccccc2)cc1CN1CCN(c2ccc(F)cc2)CC1	0	-7	-1	-8	27	0	13	x	11
Nc1nc(SCC(=O)NC2CCCCC2)[nH]c(=O)c1-c1ccccc1	-6	-2	-17	-4	2	-6	8	0.0044	34
Cc1ccc(S(=O)(=O)CC2CSc3nnc(C)c(=O)n32)cc1 (stereo unspecified)	6	0	-6	-12	-9	-6	1	-1.1	5
O=C(NCC(=O)N(c1ccccc1)C(C(=O)NCC1CCCO1)c1ccccc1)c1ccco1 (stereo unspecified)	-11	4	8	-6	7	21	-19	-1.1	-16
